G9a block: G9a (human) methyltransferase inhibition; G9a H3K9 monomethylation, AlphaScreen, 2 h; AID 504332; Potency, µM (titrated, usually from 102 µM), without a hit: top-dose activity, negative = inhibition, most hits filed as inhibitors; actives 8.8% (n = 350,000); Q96KQ7; further: potency means the concentration at half of the fitted maximal effect; on the % scale 0 is the no-effect control and ±100 the full control effect; nearly all actives have a fitted effect of over 75% in size
Target sequence (Q96KQ7 913-1193 limits assumed): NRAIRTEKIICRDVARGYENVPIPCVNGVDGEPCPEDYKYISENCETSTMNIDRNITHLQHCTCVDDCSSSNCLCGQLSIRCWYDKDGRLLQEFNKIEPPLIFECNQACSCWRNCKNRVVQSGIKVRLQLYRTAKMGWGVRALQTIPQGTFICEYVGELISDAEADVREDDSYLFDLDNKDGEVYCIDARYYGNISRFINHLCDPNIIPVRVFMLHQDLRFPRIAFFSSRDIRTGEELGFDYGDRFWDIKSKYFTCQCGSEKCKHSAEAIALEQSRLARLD
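Step 1: enzyme (final 20 nM) with compound, 15 min RT. Step 2: substrate peptide 500 nM and SAM 20 uM, 2 h RT. Step 3: anti-H3K9me1 antibody and AlphaScreen beads, 10 min, then plate read.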
HP1b binding inh: inhibitors of HP1-beta chromodomain binding to methylated histone tails. P83916. AlphaScreen HP1-beta / biotin-H3K9me3 peptide binding. Potency, µM (top dose mostly 114 µM), inactives show top-dose activity change, negative = inhibition, hits mostly inhibitors. actives 0.56% (n = 390,000); further: potency means the concentration at half of the fitted maximal effect; nearly all actives have a fitted effect of over 70% in size; inactives centre near 23
Target sequence (P83916 whole entry, looked up): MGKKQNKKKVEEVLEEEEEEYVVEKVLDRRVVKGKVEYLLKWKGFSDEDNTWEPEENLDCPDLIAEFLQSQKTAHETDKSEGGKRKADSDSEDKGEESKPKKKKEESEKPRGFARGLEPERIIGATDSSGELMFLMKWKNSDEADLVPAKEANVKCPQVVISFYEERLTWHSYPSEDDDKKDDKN
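HP1-beta protein (50 nM final) preincubated 30 min at room temperature with biotinylated H3(1-18)K9me3 peptide (50 nM) in PBS pH 7.4, 0.01% Tween-20, then compound added for 30 min. AlphaScreen streptavidin donor/nickel chelate acceptor beads (10 ug/mL final), 30 min dark, luminescence read.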
Pin1 inh: inhibitors of human Pin1 | actives 0.009% (n = 390,000) | Pin1 FP peptide displacement, HiFluor488, 10 min | Q13526 | AID 504891 | Potency, µM (titrated, usually from 115 µM), without a hit: at the top dose activity, negative = inhibition, hits mostly inhibitors; active means well fitted inhibition curve with a large enough effect in the polarisation, with a control signal flat, not every such curve was filed as active; inconclusive means small, poorly fitted or top-dose-only effect, or effect the other way, or a change in a side signal; inactive means no such curve, though single readings can be large or run the other way; the % refers to the polarisation; further: potency means the concentration at half of the fitted maximal effect; on the % scale 0 is the no-effect control and ±100 the full control effect
PGK inhibitor: inhibitors of T. brucei phosphoglycerate kinase; actives 0.043% (n = 380,000); Potency, µM (doses to about 57.5 µM), for inactives: at the highest dose activity change, negative = inhibition, hits mostly inhibitors; PGK/GAPDH coupled, Kinase-Glo luminescence, 60 min; P07378; further: potency means the concentration at half of the fitted maximal effect; on the % scale 0 is the no-effect control and ±100 the full control effect; nearly all actives have a fitted effect of over 60% in size
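Recombinant glycosomal PGK reaction used 1,3-bisphosphoglycerate generated in-well by GAPDH (100nM final) in 100mM TEA pH 7.6, 5mM MgCl2, 0.01% Tween-20. After 60 minutes at room temperature, ATP was read by Kinase-Glo Plus luminescence end-point.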
Pol eta inh: blocks human DNA polymerase eta activity. Q9Y253. recombinant Pol eta, fluorescent DNA replication assay. Potency, µM (top dose mostly 114 µM), inactives show at the top dose activity change, negative = inhibition, most hits filed as inhibitors. actives 1.2% (n = 390,000); further: potency means the concentration at half of the fitted maximal effect; on the % scale 0 is the no-effect control and ±100 the full control effect
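Pol eta (10 nM) was preincubated with compounds for 15 min at room temperature, after which fluorescent replication substrate (50 nM final) was added to start the reaction. Fluorescence was read kinetically at 0 and 10 min.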
JMJD2A Tudor: inhibitors of human JMJD2A Tudor domain. O75164. AlphaScreen JMJD2A-Tudor / H3K4me3 peptide binding. Potency, µM (titrated, usually from 114 µM), inactives show at the highest dose activity change, negative = inhibition, most hits filed as inhibitors. actives 4.4% (n = 390,000). AID 504339; further: potency means the concentration at half of the fitted maximal effect; on the % scale 0 is the no-effect control and ±100 the full control effect; nearly all actives have a fitted effect of over 50% in size
PI4K2A block: PI4K2A (human) kinase inhibition; Q9BTU6; purified PI4K2A, ADP-Glo luminescence, 1 h; active compounds read low; activity change, negative = inhibition, % at 76.9 µM; actives 0.13% (n = 420,000); AID 1346378; in the data active means activity change below about -50%; inconclusive means mostly about -30% to -49%;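 further: -100% = wells without enzyme as full effect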
Target sequence (Q9BTU6 whole entry, looked up): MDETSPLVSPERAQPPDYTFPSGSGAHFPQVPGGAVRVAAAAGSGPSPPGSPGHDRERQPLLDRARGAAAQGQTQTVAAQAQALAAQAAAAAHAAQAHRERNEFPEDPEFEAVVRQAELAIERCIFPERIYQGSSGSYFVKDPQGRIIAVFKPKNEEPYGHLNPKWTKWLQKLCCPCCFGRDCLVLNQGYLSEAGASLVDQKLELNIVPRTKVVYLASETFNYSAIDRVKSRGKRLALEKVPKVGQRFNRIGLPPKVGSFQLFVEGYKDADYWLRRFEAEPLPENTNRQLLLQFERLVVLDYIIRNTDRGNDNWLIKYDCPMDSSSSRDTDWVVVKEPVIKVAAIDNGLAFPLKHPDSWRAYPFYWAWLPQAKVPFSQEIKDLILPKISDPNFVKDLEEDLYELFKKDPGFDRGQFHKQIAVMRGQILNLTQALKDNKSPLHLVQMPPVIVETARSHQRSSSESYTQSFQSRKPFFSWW
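ADP-Glo luminescence measured ADP generated by PI4K2A enzyme (4 ug/mL before mixing) with 1.2 mM PI substrate (pre-mix) and 300 microM ATP (pre-mix). Tris pH7.5 buffer with MgCl2, Triton X-100; 1 h reaction at ambient temperature.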
BAZ2B inh: blocks human BAZ2B | Q9UIF8 | AlphaScreen BAZ2B-H3K14Ac peptide displacement | Potency, µM (highest dose often 114 µM), for the others: top-dose activity change, negative = inhibition, most hits filed as inhibitors | actives 4.4% (n = 360,000) | AID 504333; further: potency means the concentration at half of the fitted maximal effect; on the % scale 0 is the no-effect control and ±100 the full control effect; nearly all actives have a fitted effect of over 60% in size
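AlphaScreen displacement: compounds (up to 110uM) incubated 30 min at room temperature with a preformed 50 nM BAZ2B/50 nM biotinylated H3K14Ac peptide complex in PBS pH 7.4 with Tween-20. Donor and acceptor beads at 10 ug/mL final added, 20 min light-protected before reading.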
GLS inhibitor: blocks human kidney-isoform glutaminase activity; Potency, µM (doses to about 45.5 µM), without a hit: at the highest dose activity change, negative = inhibition, hits mostly inhibitors; actives 0.21% (n = 410,000); AID 624170; O94925; GLS enzymatic activity, qHTS titration; further: potency means the concentration at half of the fitted maximal effect; on the % scale 0 is the no-effect control and ±100 the full control effect
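Glutamate formation by hKGA was monitored fluorometrically using coupled glutamate oxidase, HRP and Amplex Red. Substrate was added as 1 mM L-glutamine solution; incubation was 30 min at RT after an initial read.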
Numbers without * were called inactive; i = inactive; u = inconclusive; x = no result given; [ ] = dose if it differs, or a comment. Unless noted, the call rests on the fitted dose curve; in most records, active means well fitted curve in the direction sought with a large enough effect; inconclusive means small, poorly fitted or top-dose-only effect, or another doubt; inactive means no such curve, though single readings can be large; an effect the other way counts as inactive or inconclusive. The list is partial (hit frequency here may not be typical).

#1 COc1ccc(NC(=O)C2CCCN2c2ccc(OC)c(OC)c2)cc1OC (centres undefined)
#2 CCOc1ccc(-n2c(O)c(/C=N/Nc3nnc(C)c(=O)[nH]3)c3ccccc3c2=O)cc1
#3 O=C(NCN1C(=O)C2C3C=CC(C3)C2C1=O)OC1CCCCC1 (centres undefined)
#4 Cc1ccc(S(=O)(=O)N(CC(=O)N=Nc2c(O)[nH]c3ccccc23)c2cccc(C)c2)cc1
#5 COc1ccccc1CNC(=O)CNC(=O)Cn1cnc2ccccc2c1=O
#6 OC(C#CCN1CCCCC1)c1ccccc1 (centres undefined)

Screen / compound no.	1	2	3	4	5	6
G9a block	71µM*	u	-13%	0%	9%[12.7 µM]	u
HP1b binding inh	23%	-20%	5%	-1%	30%	15%
Pin1 inh	0%	70%[activator]	1%	-4%	5%	0%
PGK inhibitor	-7%	-1%	0%	-2%	10%	-10%
Pol eta inh	-17%	u	-6%	-20%	-19%	5%
JMJD2A Tudor	-13%	28µM*	-6%	u	-5%	1%
PI4K2A block	3	7	5	-4	-5	-2
BAZ2B inh	0%	13µM*	5%	-4%	8%	x
GLS inhibitor	42%[activator]	10µM*	-5%	-3%	0%	1%

#7 O=C(NNC(=S)NC(=O)c1ccccc1[N+](=O)[O-])c1ccc(Cl)cc1Cl
#8 CCOC(=O)c1c(C)[nH]c(CCC(=O)NCc2ccc(OC)c(OC)c2)c1C
#9 COc1ccc(NC(=O)CCC(=O)N2CCOCC2)c([N+](=O)[O-])c1
#10 CCCC(c1nnnn1CCOC)N1CCN(c2nc3ccccc3s2)CC1 (centres undefined)
#11 Cc1c(N(C(=O)c2cc(=O)[nH]c3ccccc23)C(C)C)c(=O)n(-c2ccccc2)n1C
#12 CCCCn1c(NC(=O)c2ccccc2)c(C#N)c2nc3ccccc3nc21

Screen / compound no.	7	8	9	10	11	12
G9a block	18µM*	-4%[59 µM]	33%	-19%	-7%[59 µM]	81%[activator]
HP1b binding inh	5%	28%[57 µM]	36%	-19%	23%	79%[activator]
Pin1 inh	-1%	2%	2%	2%	-2%	u
PGK inhibitor	-3%	i	i	i	-7%	x
Pol eta inh	-17%	-21%	-24%	-3%	7%	u
JMJD2A Tudor	-6%	-8%	-9%	13µM*	-12%	-16%
PI4K2A block	4	4	-3	-4	1	-2
BAZ2B inh	3%	-2%	-9%	-1%	0%	-7%
GLS inhibitor	-9%	-1%	-14%	u	6%	26%

#13 CCN1C(=O)CC(n2c(C)nc3ccccc32)C1=O (centres undefined)
#14 COCCn1nnnc1C(c1cccc(OC)c1OC)N1CCN(C(=O)c2ccco2)CC1 (centres undefined)
#15 CC(N)C(=O)NC(CO)C(O)C(N)C=O (centres undefined)
#16 CCCN(CC(=O)Nc1ccccc1OC)C(=O)C1=COCCO1
#17 Oc1ccccc1C1=NC(c2ccccc2)NC(c2ccccc2)C1 (centres undefined)
#18 CC(C)(C)OC(=O)C[C@H]1C/C=C\C[C@@H](CC(=O)NCCO)C(=O)N2CCC[C@H]2COC1=O

Screen / compound no.	13	14	15	16	17	18
G9a block	u	50µM*	x	u	x	x
HP1b binding inh	28%	29%	24%	82%[activator]	x	14%
Pin1 inh	-16%	-3%	3%	-2%	x	-7%
PGK inhibitor	4%	-3%	-3%	-7%	5%	-6%
Pol eta inh	3%	-12%	-16%	-10%	-5%	0%
JMJD2A Tudor	1%	-10%	-2%	-18%	x	-20%
PI4K2A block	-2	-2	0	1	11	-1
BAZ2B inh	-4%	-18%	x	-1%	x	x
GLS inhibitor	11%	-12%	4%	-4%	1%	0%

#19 CCCCN(CC)C(=O)Cn1c(=O)n(-c2ccc(OCC)cc2)c(=O)c2c3c(sc21)CCC3
#20 CC(C)C[C@H]1CN=C(Nc2ccccc2)N1CCc1cccc(F)c1
#21 COc1cccc(NC(=O)CN2CCN(c3ccc(F)cc3)CC2)c1
#22 Cc1ccc(NC(=O)CN(Cc2ccco2)Cc2ccccc2O)cc1C
#23 CCn1c(-c2c(Cl)c(C)nn2C)n[nH]c1=S
#24 CC(C)c1cc(-c2nc(-c3cccc(Cl)c3)no2)n[nH]1

Screen / compound no.	19	20	21	22	23	24
G9a block	-50%[59 µM]	x	-5%[59 µM]	u	11µM*	-4%[59 µM]
HP1b binding inh	24%	56%[activator]	6%	9%	-2%	40%[activator]
Pin1 inh	1%	4%	7%	6%	-3%	u
PGK inhibitor	6%	4%	1%	i	-3%	9%
Pol eta inh	-7%	-2%	-25%	-16%	4%	-9%
JMJD2A Tudor	-15%	-12%	-8%	-15%	20µM*	-1%
PI4K2A block	4	-3	2	-2	3	-2
BAZ2B inh	-2%	x	-30%	-14%	-5%	-3%
GLS inhibitor	5%	-6%	0%	24%	12%	-1%

#25 CC(C)c1ccccc1NC(=O)c1ccccc1NC(=O)C1CCCCC1
#26 COC(=O)c1ccc2c(=O)n(Cc3ccc(C(=O)NCCCN4CCOCC4)cc3)c(=S)[nH]c2c1
#27 COc1cc(C(=O)N/N=C/c2cn(Cc3cccc(F)c3)c3ccccc23)ccc1O
#28 CC1=C(C(=O)OCc2ccccc2)C(c2ccc(C)o2)C2=C(CCCC2=O)N1 (centres undefined)
#29 CCN1C(=O)[C@@H]2[C@@H](c3ccc(-c4cccc(Cl)c4)cc3)N3CCC[C@@]3(C(=O)OC)[C@@H]2C1=O
#30 CCCCOc1ccc(C(=O)Nc2sc3c(c2C(=O)OCC)CCCCC3)cc1

Screen / compound no.	25	26	27	28	29	30
G9a block	0%[59 µM]	u	x	u	5%[2.33 µM]	7%[59 µM]
HP1b binding inh	47%[activator]	25%	1%	1%	21%	41%[activator]
Pin1 inh	-2%	11%	3%	-1%	29%	-4%
PGK inhibitor	-8%	-1%	-9%	6%	i	-8%
Pol eta inh	-14%	4%	-20%	-6%	-12%	-5%
JMJD2A Tudor	-9%	-16%	-32%	-33%	u	-8%
PI4K2A block	-1	2	-1	-5	-2	-9
BAZ2B inh	6%	-14%	-39%	-36%	u	2%
GLS inhibitor	1%	-15%	-12%	25%	1%	-9%

Reprinted at random: 4 records from the list.
#28 CC1=C(C(=O)OCc2ccccc2)C(c2ccc(C)o2)C2=C(CCCC2=O)N1 (centres undefined)
#26 COC(=O)c1ccc2c(=O)n(Cc3ccc(C(=O)NCCCN4CCOCC4)cc3)c(=S)[nH]c2c1
#30 CCCCOc1ccc(C(=O)Nc2sc3c(c2C(=O)OCC)CCCCC3)cc1
#25 CC(C)c1ccccc1NC(=O)c1ccccc1NC(=O)C1CCCCC1

Screen / compound no.	28	26	30	25
G9a block	u	u	7%[59 µM]	0%[59 µM]
HP1b binding inh	1%	25%	41%[activator]	47%[activator]
Pin1 inh	-1%	11%	-4%	-2%
PGK inhibitor	6%	-1%	-8%	-8%
Pol eta inh	-6%	4%	-5%	-14%
JMJD2A Tudor	-33%	-16%	-8%	-9%
PI4K2A block	-5	2	-9	-1
BAZ2B inh	-36%	-14%	2%	6%
GLS inhibitor	25%	-15%	-9%	1%

Further records:
#31 CC(=O)Nc1nnc(-c2ccco2)o1
#32 COc1cccc(NC(=O)Cn2c(=O)n(-c3cc(OC)c(OC)c(OC)c3)c(=O)c3ccccc32)c1
#33 CCN(CC)S(=O)(=O)c1ccc(NC(=O)C(OC)c2ccccc2)cc1 (centres undefined)
#34 Cc1nc(S/C(=C/c2ccc(-c3cc(Cl)ccc3C)o2)C(=O)O)n[nH]1
#35 CC1(C)CC(=O)c2sc(NS(=O)(=O)c3cc(Cl)ccc3Cl)nc2C1
#36 COc1cccc(C(=O)Nc2nnc(S(=O)(=O)Nc3cccc(C)c3)s2)c1

Screen / compound no.	31	32	33	34	35	36
G9a block	7%	19%	4%[59 µM]	x	u	6%
HP1b binding inh	8%	14%	39%	13%	9%	45%[activator]
Pin1 inh	2%	-3%	0%	u	-13%	-1%
PGK inhibitor	6%	-8%	1%	-20%	i	-9%
Pol eta inh	-12%	4%	-22%	u	-21%	-9%
JMJD2A Tudor	4µM*	-11%	-1%	45µM*	-10%	-15%
PI4K2A block	-6	0	-2	5	-5	0
BAZ2B inh	u	-3%	3%	-33%	-3%	-26%
GLS inhibitor	3%	19%	1%	-14%	u	5%

#37 COc1ccc2c(c1)c(=O)c(Br)c(C)n2Cc1ccccc1
#38 Cc1cc(C)n(CCCN2C(=O)c3cccc4cccc(c34)C2=O)n1
#39 O=C(NC1CCCCC1)C12CC3CC(CC(Cl)(C3)C1)C2
#40 COc1ccc(C2Nc3ccccc3C(=O)N2c2ccccc2)cc1Cn1cc([N+](=O)[O-])cn1 (centres undefined)
#41 O=C(COC(=O)/C=C/c1cccc(C(F)(F)F)c1)Nc1cccc2ccccc12
#42 COc1ccc(N(CC(=O)NCCSc2ccccc2)S(=O)(=O)c2ccccc2)cc1OC
#43 COc1ccc(CNC(=O)c2ccc(S(=O)(=O)NCc3ccco3)cc2)cc1

Screen / compound no.	37	38	39	40	41	42	43
G9a block	25%[59 µM]	0%	30%[59 µM]	-8%[59 µM]	u	77%[activator]	49%[2.33 µM]
HP1b binding inh	58%[activator]	43%[activator]	24%	29%	22%	36%	11%
Pin1 inh	-6%	1%	4%	6%	16%	2%	-4%
PGK inhibitor	i	-3%	7%	i	-8%	4%	11%
Pol eta inh	-2%	-5%	-14%	-15%	-9%	3%	-19%
JMJD2A Tudor	58%[activator]	-3%	11%	-19%	-15%	-15%	-23%
PI4K2A block	-7	-2	0	1	-3	-2	3
BAZ2B inh	78%[activator]	-5%	0%	-4%	-22%	1%	2%
GLS inhibitor	8%	4%	4%	9%	0%	2%	-1%

Entries by screen from above.
Nos. 37 to 43 in JMJD2A Tudor: 58%[activator], -3%, 11%, -19%, -15%, -15%, -23%
Nos. 37 to 43 in PGK inhibitor: i, -3%, 7%, i, -8%, 4%, 11%
